# TRPV1 agonist = HTS Assay for Compounds that Act as Agonists of the Vanilloid Receptor 1. TRPV1-expressing cells, Fluo-8 calcium influx, agonist mode. activation, % at 8.33 µM. 320,000 compounds, 0.19% hits. AID 540275, 2011; in the data active = activation above about 80%; inconclusive = between about 30% and that limit; also: 0% is about no effect
#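 Fluo-8 calcium influx in TRPV1-expressing cells, kinetic read (ex 480/em 520 nm). Compound added and read 3 min for agonist activity, followed by capsaicin at EC20 final and 2 min further read for enhancement.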
# GALK inhibitor = qHTS Assay for Inhibitors of Human Galactokinase (GALK) | P51570 | Purified GALK, Kinase-Glo residual ATP luminescence | Potency, µM (top dose mostly 57.5 µM), inactives show at the top dose activity change, negative = inhibition, usual class: inhibitors | 270,000 compounds, 0.007% hits | AID 1868, 2009; also: potency is read from the fitted curve at half-maximal effect; % is scaled to controls: 0 for no effect and ±100 for the full control effect
#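 GALK at 5 nM final was combined with compound, 35 uM ATP and 100 uM galactose in HEPES pH8.0 with MgCl2 and DTT. The reaction ran one hour at room temperature before luminescent ATP detection.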
# B2AR arrestin = qHTS assay of beta-arrestin-biased ligands of beta2-adrenergic receptor | Beta-2 adrenergic receptor (Homo sapiens), P07550 | beta-arrestin recruitment to beta2AR, cell-based reporter | Potency, µM (series often up to 46.1 µM), inactives show top-dose activation, usual class: activators | 330,000 compounds, 0.02% hits;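 also: potency is read from the fitted curve at half-maximal effect; 0% = DMSO controls and full agonism = EC100 isoproterenol or metaproterenol; nearly all actives have a fitted effect of over 65% in size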
# MLL CXXC-DNA inh = qHTS Fluorescence Polarization Assay for Inhibitors of MLL CXXC domain - DNA interaction; Histone-lysine N-methyltransferase 2A (Homo sapiens), Q03164; MLL-CXXC / FITC-HOXA9 DNA fluorescence polarization; Potency, µM (series often up to 115 µM), for the others: top-dose activity change, negative = inhibition, actives largely listed as inhibitors; 290,000 compounds, 0.037% hits; AID 2662, 2010; active = well fitted inhibition curve with a large enough effect in the polarisation, with a control signal flat, not every such curve was filed as active; inconclusive = small, poorly fitted or top-dose-only effect, or effect the other way, or a change in a side signal; inactive = no such curve, though single readings can be large or run the other way; the % refers to the polarisation; also: potency is read from the fitted curve at half-maximal effect
#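 Fluorescence polarization: 7 uM MLL-CXXC (stock) preincubated 5 min with compounds, then 50 nM fluorescein-HOX-A9 DNA (stock) added; 30 min ambient. Buffer 50 mM Tris-HCl pH 7.5, 50 mM NaCl, 1 mM DTT, 0.05% BSA.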
# PKM2 act = qHTS Assay for Activators of Human Muscle isoform 2 Pyruvate Kinase; purified PKM2, Kinase-Glo ATP luminescence, activation; response scale: 0% is enzyme alone, no compound; Pyruvate kinase PKM (Homo sapiens), P14618; Potency, µM (doses to about 57.5 µM), for the others: at the highest dose activation, most hits filed as activators; AID 1631, 2009; 260,000 compounds, 0.34% hits; also: potency is read from the fitted curve at half-maximal effect; % is scaled to controls: 0 for no effect and ±100 for the full control effect; nearly all actives have a fitted effect of over 55% in size
# Target sequence (P14618 whole entry, looked up, canonical isoform): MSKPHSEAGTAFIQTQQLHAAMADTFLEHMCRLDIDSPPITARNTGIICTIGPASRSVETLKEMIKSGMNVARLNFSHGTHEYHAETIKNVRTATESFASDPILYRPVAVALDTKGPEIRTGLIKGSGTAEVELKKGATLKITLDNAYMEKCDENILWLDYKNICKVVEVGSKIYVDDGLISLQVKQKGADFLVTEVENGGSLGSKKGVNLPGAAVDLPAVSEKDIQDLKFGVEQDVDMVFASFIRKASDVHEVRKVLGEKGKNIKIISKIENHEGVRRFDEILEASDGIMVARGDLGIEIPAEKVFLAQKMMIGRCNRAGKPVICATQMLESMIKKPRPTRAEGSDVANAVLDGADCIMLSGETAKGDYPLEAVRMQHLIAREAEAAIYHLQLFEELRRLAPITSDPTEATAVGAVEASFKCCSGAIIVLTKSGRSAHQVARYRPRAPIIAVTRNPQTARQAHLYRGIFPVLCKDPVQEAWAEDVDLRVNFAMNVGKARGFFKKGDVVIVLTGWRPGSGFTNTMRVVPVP
#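 Purified hPK-M2 (>95% pure) converted ADP (0.1 mM final) to ATP with 0.5 mM PEP in 50 mM imidazole pH7.2, KCl, MgCl2, Tween 20, BSA; 1 h at room temperature. ATP detected by Kinase-Glo luminescence.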
# FBPA coupling cs = qHTS Assay for Inhibitors of Fructose-1,6-bisphosphate Aldolase from Giardia Lamblia: Coupling assay counterscreen | coupling enzyme system counterscreen, AmpLite Red fluorescence | activity change, negative = inhibition, % at 58.2 µM, hits read low | 290,000 compounds, 0.67% hits | AID 2472, 2010; in the data active = activity change below about -30%; also: % is scaled to controls: 0 for no effect and ±100 for the full control effect
#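 Counterscreen lacking aldolase: glyceraldehyde-3-phosphate coupling-enzyme reagent preincubated 10 min at RT with compound (at 57.5 uM final), then substrate/coupling system with AmpLite Red added; fluorescence read at 525/598 nm after 20 min RT.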
# hERG WT inh = qHTS for Inhibitors of KCHN2 3.1: Wildtype qHTS; AID 720551, 2013; U2OS, BacMam KCNH2, thallium flux FluxOr; stronger effect = lower value; activity change, % at 1.84 µM; Voltage-gated inwardly rectifying potassium channel KCNH2 (Homo sapiens), Q12809; 340,000 compounds, 0.37% hits;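 active = maximum activity change below -70%; inconclusive = maximum activity change between -70% and -50%; inactive = maximum activity change above -50%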; also: % is scaled to controls: 0 for no effect and ±100 for the full control effect
#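 U2OS cells transduced with wild-type KCNH2 virus are loaded with FluxOr dye for 45 min, and thallium flux is measured in kinetic reads before and after stimulation buffer. Rate constants are normalized to DMSO controls.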
# USP2a inh = qHTS Assay for Inhibitors of Ubiquitin-specific Protease USP2a Using CHOP2 as the Reporter. Potency, µM (highest dose often 38.3 µM), for inactives: at the top dose activity change, negative = inhibition, usual class: inhibitors. USP2 core, Ub-CHOP2 coupled fluorogenic reporter, 485/531. AID 463254, 2010. 330,000 compounds, 0.01% hits;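 also: potency is read from the fitted curve at half-maximal effect; plate controls were DMSO wells for no effect and full inhibition by NEM control for full effect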
# Target sequence (O75604 whole entry, looked up): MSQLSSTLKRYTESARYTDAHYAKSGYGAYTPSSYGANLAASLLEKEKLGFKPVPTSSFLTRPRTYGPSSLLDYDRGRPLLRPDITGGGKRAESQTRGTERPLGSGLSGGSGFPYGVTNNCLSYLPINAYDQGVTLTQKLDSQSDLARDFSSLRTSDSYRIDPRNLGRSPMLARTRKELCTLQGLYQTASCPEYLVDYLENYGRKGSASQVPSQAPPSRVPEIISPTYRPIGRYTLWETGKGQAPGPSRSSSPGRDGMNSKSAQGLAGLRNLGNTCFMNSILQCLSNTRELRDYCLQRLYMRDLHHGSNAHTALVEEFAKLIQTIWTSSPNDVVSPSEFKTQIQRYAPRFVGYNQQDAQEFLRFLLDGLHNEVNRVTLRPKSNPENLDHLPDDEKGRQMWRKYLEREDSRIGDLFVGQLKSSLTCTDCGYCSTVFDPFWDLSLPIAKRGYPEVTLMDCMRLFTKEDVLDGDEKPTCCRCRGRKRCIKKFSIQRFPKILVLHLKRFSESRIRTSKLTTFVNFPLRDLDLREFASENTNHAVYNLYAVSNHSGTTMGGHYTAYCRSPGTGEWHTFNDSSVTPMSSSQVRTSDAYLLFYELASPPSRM
#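 Cell-free coupled assay: 10nM USP2 core preincubated 30min RT with compound in Tris-HCl pH 8.0/CaCl2/CHAPS buffer, then 25nM Ub-CHOP2 and 25nM reporter substrate; fluorescence (Ex 485/Em 531) read after 60min RT, normalized to NEM inhibition, concentration-response curves fitted.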
# KCNH2 3.1 block = qHTS for Inhibitors of KCHN2 3.1: Mutant qHTS | Potassium voltage-gated channel subfamily H member 2, brain isoform KCNH2 3.1 (human) | U2OS KCNH2 3.1, thallium flux FluxOr; stronger effect = lower value | activity change, % (tested at about 1.8 µM) | 340,000 compounds, 0.95% hits | AID 720553, 2013;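 active = maximum activity change below -70%; inconclusive = maximum activity change from -70% to -50%; inactive = maximum activity change above -50%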;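 also: thallium influx rate constant from kinetic fluorescence after stimulation buffer; % is scaled to controls: 0 for no effect and ±100 for the full control effect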
#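 Kinetic fluorescence (2 min after stimulation buffer) measures Tl+ influx through KCNH2 3.1 expressed by viral transduction in U2OS cells; the rate constant is normalized against DMSO controls serving as positive and negative references.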
# Menin MLL FP TR = qHTS Assay for Inhibitors Targeting the Menin-MLL Interaction in MLL Related Leukemias: Competition With Texas Red Labeled MLL-derived Mutant Peptide. O00255. Menin + Texas Red MLL mutant peptide, fluorescence polarization. Potency, µM (series often up to 61.6 µM), without a hit: at the highest dose FP activity change, negative = inhibition, hits mostly inhibitors. 270,000 compounds, 0.23% hits; active = well fitted inhibition curve with a large enough effect in the polarisation, with a control signal flat, not every such curve was filed as active; inconclusive = small, poorly fitted or top-dose-only effect, or effect the other way, or a change in a side signal; inactive = no such curve, though single readings can be large or run the other way; the % refers to the polarisation; also: potency is read from the fitted curve at half-maximal effect; % of control where 0% means no effect; many of its hits are not listed in these tables
# Giardia killer = Small Molecules that selectively kill Giardia lamblia: qHTS | Giardia lamblia trophozoite viability | activity change, % at 7.66 µM, hits read low | 340,000 compounds, 0.15% hits | AID 540267, 2011; in the data active = activity change below about -80%; inconclusive = between about -30% and that limit;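 also: parasites exposed to compound for two days anaerobically before the ATP read; % is scaled to controls: 0 for no effect and ±100 for the full control effect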
#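 Viability, read as ATP luminescence: trophozoites at 100 cells/well, compound added, 48 hrs anaerobic at 37 deg C, then 15-30 min room-temperature development before reading.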
# Active calls of the source: *; ? = inconclusive; · = not tested or not shown; [ ] = another dose, or the depositor's remark. Unless noted, calls follow the shape of the dose curve; as a rule, active = well fitted curve in the direction sought with a large enough effect; inconclusive = small, poorly fitted or top-dose-only effect, or another doubt; inactive = no such curve, though single readings can be large; an effect the other way counts as inactive or inconclusive.
SMILES,TRPV1 agonist,GALK inhibitor,B2AR arrestin,MLL CXXC-DNA inh,PKM2 act,FBPA coupling cs,hERG WT inh,USP2a inh,KCNH2 3.1 block,Menin MLL FP TR,Giardia killer
O=C1ON=C(c2ccccc2)/C1=C/c1ccc(-c2ccccc2[N+](=O)[O-])o1,2,-12%,10%,?,?,-7,10,-1%,9,?,1
O=C(NC(=S)Nc1ccc2nc[nH]c2c1)c1ccccc1,3,-2%,-0.9%,16%,-3%,0,-1,1%,1,0%,-9
CC1(C(=O)NNC(=S)NCC2CCCO2)CC1(Cl)Cl (stereo not given),-3,-4%,0.4%,-1%,-5%,-1,12,-1%,-9,-14%,-14
Cc1cccc(N=Nc2c(C)[nH]n(-c3ccccc3)c2=O)c1,1,4%,-0.1%,-12%,-6%,-3,4,5%,6,56%[activator],0
COc1cccc(C(=O)NCC(c2ccc3c(c2)OCO3)N2CCN(c3ccc(F)cc3)CC2)c1 (stereo not given),-2,·,0.4%,·,·,·,4,-4%,-17,·,8
Cc1noc(C)c1CSCC(=O)Nc1ccc(S(=O)(=O)C(F)F)cc1,26,·,-0.2%,·,·,·,2,-4%,-8,·,7
O=S1(=O)CCO[C@H]2Cc3ccccc3[C@H]2N1Cc1ccccc1,4,·,0.3%,-1%,0%,3,0,-1%,-2,-7%,2
COc1cccc(NC(=O)C2CC(=O)N(C)C(=Nc3cccc(F)c3)S2)c1 (stereo not given),?,-2%,-0.4%,2%,2%,-4,1,-9%,-17,?,-1
O=C(Nc1ccccc1C(=O)NCc1ccccc1)C1=CSCCO1,17,-4%,0.4%,27%,·,·,-7,3%,-3,·,26
O=C(/C=C/c1ccc2c(c1)S(=O)(=O)N(Cc1ccccc1)[C@H]2CC(=O)N1CCOCC1)N1CCOCC1,·,·,0.3%,·,·,·,6,2%,26,·,11
C=CCn1c(SCC(=O)N2CCOCC2)nc2sc(CC)cc2c1=O,·,·,-3.6%,·,·,·,-1,3%,-1,·,13
CCOC(=O)c1sc(NN=C(C(=O)OC)C(=O)OC)c(C(=O)OCC)c1C,2,1%,0.3%,-5%,4%,2,-14,3%,-25,-20%,16
CCN(CC)C(=O)c1sc2nc(N3CCOCC3)c3c(c2c1N)CCCC3,?,0%,-0.3%,-7%,-1%,0,3,0%,17,-9%,-5
Cc1cc(Cl)ccc1C(=O)C1CCCN(C(=O)c2cncs2)C1 (stereo not given),-1,-2%,-0.8%,-3%,2%,2,-7,-2%,-11,18%,-21
O=C(Nc1ccc(Cl)cc1Cl)c1ccc(-c2ccccc2)cc1,-1,1%,-0.6%,-8%,-3%,0,-3,-8%,5,1%,1
CCOC(=O)c1ccc(NCn2c(=O)oc3ccccc32)cc1,-1,-2%,-0.1%,71%[activator],2%,0,-12,0%,0,7%,-6
Cc1nn(-c2ccccc2)c(C)c1/C=N/NC(=O)CSc1nc2ccccc2c(=O)n1-c1ccccc1,1,1%,5.2%,0%,-1%,6,3,1%,-9,-1%,1
CCNC(=O)c1sc2cc(C)ccc2c1Cl,27,-1%,0.5%,-3%,1%,0,10,-3%,11,-2%,-9
COC(=O)c1cn(NC(=O)/C=C/c2ccc(OC)c(OC)c2)c(=O)c2ccccc12,-2,1%,0.0%,-18%,-4%,4,12,7%,-10,1%,19
Cc1onc(-c2ccccc2Cl)c1C(=O)NCCn1ccc2ccccc21,19,-2%,-0.2%,-1%,2%,0,2,1%,1,28%,5
C=CCOc1cccc(C2C(C(=O)c3ccco3)=C(O)C(=O)N2CCN2CCOCC2)c1 (stereo not given),-1,-4%,-0.1%,5%,1%,-1,-10,1%,1,1%,2
COc1ccc(C(C)NC(=O)C2CCCC2)cc1 (stereo not given),-2,-2%,0.2%,-9%,0%,0,1,-2%,-1,-15%,3
CC1(C)Cc2c(C#N)c(N3CCN(C(=O)c4ccccc4Cl)CC3)nc(-c3ccco3)c2CS1,-7,-3%,0.5%,-3%,?,-7,4,-23%,-12,?,9
C#CCOCCOCCOCCNc1nc(N2CCN(C(=O)[C@H](C)n3cc(CCCN=C(N)N)nn3)CC2)nc(N2CCN(C(=O)[C@H](C)n3cc(CCCN=C(N)N)nn3)CC2)n1,1,·,6.4%,13%,-2%,3,-9,2%,-5,-2%,-2
O=C(c1ccco1)N1CCN(c2cc(=O)n(C3CCCCC3)c(=O)[nH]2)CC1,-5,5%,0.2%,1%,-3%,0,2,1%,1,-23%,-11
N#Cc1ccccc1CSc1ccc(-c2nc3ccccc3[nH]2)cn1,-5,0%,-0.3%,4%,1%,-3,28,0%,-8,?,1
CSC(=S)N/N=C/c1c[nH]c2ccccc12,2,-4%,-0.5%,-10%,-4%,0,-10,0%,-2,?,-3
COc1cc(SC)ccc1C(=O)Nc1nc2ccccc2[nH]1,1,25%,-0.3%,-4%,-37%,0,6,1%,7,-11%,-99*
O=C(NCC1CC1)Nc1ccccc1,15,4%,0.1%,26%,·,0,-6,-1%,-4,12%,20
CCN(CC)c1ccc(/C=N/n2c(-c3ccccc3Br)n[nH]c2=S)cc1,14,0%,-1.0%,12%,1%,-13,-8,-1%,4,·,10
O=C(c1cccc(S(=O)(=O)N2CCCCC2)c1)N1CCCCC1,6,0%,-0.1%,8%,0%,0,-9,1%,3,10%,11
Nc1cc(=O)[nH]c(=S)n1-c1cccc(C(F)(F)F)c1,7,1%,0.1%,0%,19%,2,-18,2%,18,2%,-8
Cc1cccc(-c2ocnc2C(=O)Nc2ccccc2NC(=O)c2ccccn2)c1,3,0%,?,2%,5%,-1,6,1%,-19,51%[activator],-5
CCOC(=O)C1CCN(C(=O)COc2ccc(N(C)S(=O)(=O)c3ccc(C)cc3)cc2)CC1,1,1%,0.1%,5%,-45%,0,-4,0%,6,-3%,3
COc1ccc(N(C(=O)Cc2cccs2)C(C(=O)NC2CCCCC2)c2cccn2C)cc1 (stereo not given),?,0%,0.1%,9%,13%,3,0,0%,0,?,-8
O=C(CN1CCN(S(=O)(=O)c2ccc(Cl)cc2)CC1)Nc1ccc(F)cc1F,8,0%,0.1%,-3%,-3%,4,-6,2%,?,-3%,5
O=C1c2ccccc2C(=O)N1n1c(=O)[nH]c2ccccc2c1=O,13,4%,·,4%,4%,2,7,·,3,-15%,2
CC(C)(C)OC(=O)C[C@H]1C/C=C\C[C@H](CC(=O)N[C@H](CO)Cc2ccccc2)C(=O)N2CCC[C@H]2COC1=O,·,·,-0.3%,·,·,·,-15,3%,-1,·,6
CC(C)c1nc2sc3c(=O)[nH]c(=S)[nH]c3c2c2c1CCC2,-6,·,0.0%,3%,4%,5,·,0%,·,4%,·
CC(=O)c1cc2c(cc1NC(=O)Cc1c(C)noc1C)OCO2,·,·,0.3%,·,·,·,-3,3%,13,·,4
CC1O[C@@H](OC2C(COC3OC(CO)C(O)[C@H](O)C3O)OC(OC3CC[C@]4(C)C(CC[C@@]5(C)[C@@H]4CC=C4[C@@H]6CC(C)(C)CC[C@]6(CO)C(O)C[C@]45C)C3(C)C)C(O)C2O)C(O)C(O)C1O (stereo not given in full),·,·,-0.1%,·,·,·,-4,-1%,8,·,5
Cc1ccc(CNC(=O)C2CCCN2C(=O)Nc2ccccc2)cc1 (stereo not given),2,2%,-0.4%,-16%,1%[11.5 µM],1,-3,0%,-9,-6%,-1
O=C(O)c1cccc2c1C(=O)c1ccc(-c3ccc(F)cc3OCc3ccccc3)cc1S2(=O)=O,-2,·,1.7%,·,·,·,-7,?,29,·,39[activator]
Cn1c(SCc2ccccc2F)nc2cccnc21,15,0%,-0.7%,2%,?,-5,4,-1%,4,0%,-11
Cc1ccc(NS(=O)(=O)c2ccc3[nH]c(=O)c(=O)[nH]c3c2)cc1Cl,1,-2%,0.0%,5%,?,-2,0,2%,-3,13%,-26

# Bioassay records as filed in PubChem.

# Only part of the results is shown (hit frequency here may not be typical).
